DENV2 CPE rescue – DENV2-induced cell death inhibition; DENV2-infected cells, cytopathic effect rescue, plate reader; CPE inhibition, % at 9.99 µM; 1.7% of 350,000 active; AID 651640; in the data active = CPE inhibition above about 20%, passing the limit was not always enough; inconclusive = no clear call, values can overlap the other calls; tested in BHK-21 cells;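 note: 0% = median of neutral control wells and 100% = median of positive control wells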
RAD54 branch – inhibitors of human RAD54 branch migration; RAD54 Holliday junction branch migration, FAM/BHQ fluorescence; AID 602329; Q92698; 0.14% of 360,000 active; inhibition, % at 10.4 µM;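 active = mean normalized replicate activity at least 40 and at least half of replicates scoring 40 or more; inconclusive = only one of the two criteria met; inactive = mean below 40 and under half of replicates reaching 40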;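 note: 0% = median of neutral control wells and 100% = median of positive control wells; inhibitors cause a drop in the FAM fluorescence signal; in these data hits start at about 50%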
Target sequence (Q92698 whole entry, looked up): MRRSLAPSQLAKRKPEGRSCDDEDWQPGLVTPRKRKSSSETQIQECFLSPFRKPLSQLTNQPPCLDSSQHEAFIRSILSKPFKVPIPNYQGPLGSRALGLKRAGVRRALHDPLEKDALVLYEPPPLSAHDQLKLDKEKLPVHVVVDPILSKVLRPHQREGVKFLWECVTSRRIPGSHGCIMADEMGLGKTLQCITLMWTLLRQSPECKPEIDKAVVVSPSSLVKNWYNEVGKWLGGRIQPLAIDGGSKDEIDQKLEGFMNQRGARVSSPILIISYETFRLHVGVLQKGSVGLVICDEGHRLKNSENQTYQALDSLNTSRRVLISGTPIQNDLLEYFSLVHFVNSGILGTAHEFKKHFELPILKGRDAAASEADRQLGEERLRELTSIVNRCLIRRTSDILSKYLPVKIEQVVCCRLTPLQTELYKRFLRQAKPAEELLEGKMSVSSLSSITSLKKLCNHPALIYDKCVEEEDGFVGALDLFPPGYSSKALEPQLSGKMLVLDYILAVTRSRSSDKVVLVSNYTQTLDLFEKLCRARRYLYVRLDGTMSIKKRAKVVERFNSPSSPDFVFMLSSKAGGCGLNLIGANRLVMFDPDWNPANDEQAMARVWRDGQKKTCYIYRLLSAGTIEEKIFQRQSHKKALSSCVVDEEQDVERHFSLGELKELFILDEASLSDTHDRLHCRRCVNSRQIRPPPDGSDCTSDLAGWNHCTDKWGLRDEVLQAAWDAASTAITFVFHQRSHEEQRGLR
RAD52 inh – RAD52 (human) annealing inhibition | P43351 | recombinant RAD52 DNA annealing, FRET fluorescence | inhibition, % at 18.7 µM | 0.46% of 360,000 active | AID 651710;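 active = every replicate showing at least 50% inhibition; inconclusive = mean inhibition at least 50% but not in every replicate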
CFTR F508del cor – CFTR F508del correction in bronchial cells | AID 720511 | CFBE cells, YFP halide quenching; stimulated with forskolin plus potentiator P3; % fluorescence drop versus neutral controls | activity (quench increase), % at 7.58 µM | 0.36% of 350,000 active;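 active = mean added fluorescence quench of at least 8% versus neutral control, with both replicates also reaching 8%; inconclusive = only one of the mean or replicate conditions met; inactive = mean below 8% and not both replicates reaching 8%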;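 note: cells transiently co-express mutant CFTR-F508del with the halide-sensitive YFP; corrector assay measuring rescue of mutant channel to the surface after 24 h compound exposure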
XiGFP reactiv – X-chromosome reactivation activator. XiGFP mouse fibroblasts, % GFP-positive cells imaging, 3 d; cells co-treated with 5-aza-dC sensitizer; scaled so ellipticine positive control = 100%. activation, % at 7.58 µM. 0.055% of 360,000 active;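 active = mean normalized replicate activation at least 10% and every replicate at or above 10%; inconclusive = only one of the two criteria met; inactive = mean below 10% and not all replicates reach 10%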;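 note: 0% = median of on-plate neutral control wells and 100% = ellipticine 6 µM median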
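Material: SV40-immortalized XiGFP fibroblast cells, line 68-5-11 | Buffer or medium: DMEM containing 5-aza-dC | Dosing: One concentration, pinned | Times: 3 d treatment, 15 min room-temperature fixation | Controls: Ellipticine 6 µM positive control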
GSIS activator – GLuc luminescence reporter in INS-1E cells, primary screen for activators of glucose-dependent secretion of insulin. 0.61% of 370,000 active. AID 743287. INS-1E GLuc reporter insulin secretion, 2-3 h. activation, % at 16.6 µM;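 active = lowest replicate activation of at least 40%, so every replicate reaches that level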;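 note: 0% = median of neutral control wells and 100% = median of IBMX positive control wells; some compounds called inactive have numbers as strong as hits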
E-selectin induc – E-selectin induction on HUVECs | activation, % at 7.58 µM | P16581 | AID 686992 | HUVEC E-selectin immunofluorescence imaging; normalized: neutral wells 0, TNF-alpha wells 100 | 0.37% of 260,000 active;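 active = mean E-selectin-positive cell signal at least 10% of the positive control, reached in at least 60% of replicates, without over 20% cell loss; inconclusive = no rule given, readout overlaps actives, possibly toxicity-flagged; inactive = the rest, including those meeting only one limit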;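 note: in these data hits start at about 27%; measured in HUVEC primary endothelial cells; signal is the percent of cells scored E-selectin positive by PE staining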
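Material: HUVEC primary endothelial cells; Amount: 3,000 cells per well; Dosing: single concentration; Medium: EGM-2 growth medium on 0.1% gelatin-coated wells; Read-out basis: percent E-selectin-positive cells; Signal: immunofluorescence imaging; Control set: TNF-alpha, DMSO.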
Casp6 inh – inhibitors of human caspase-6. 0.53% of 350,000 active. P55212. AID 686996. inhibition, % at 12.5 µM. purified caspase-6, Z-VEID-R110 cleavage fluorescence;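 active = mean inhibition across replicates at least about 35%, with every replicate also reaching that limit, limit read from the data; inconclusive = only one of the two criteria met; inactive = neither criterion met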;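 note: 0% = median of neutral control wells and 100% = no fluorescence left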
Target sequence (P55212 24-179 limits assumed): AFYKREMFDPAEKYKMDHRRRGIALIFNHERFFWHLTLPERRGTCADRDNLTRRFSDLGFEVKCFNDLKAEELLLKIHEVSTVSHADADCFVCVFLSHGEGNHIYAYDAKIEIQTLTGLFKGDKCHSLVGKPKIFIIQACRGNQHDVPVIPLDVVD
Target sequence (P55212 194-293 limits assumed): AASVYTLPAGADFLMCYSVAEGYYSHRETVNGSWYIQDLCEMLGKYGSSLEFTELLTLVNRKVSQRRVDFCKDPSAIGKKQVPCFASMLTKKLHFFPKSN
Starred values were filed as active, the others as inactive; ? = inconclusive; · = not tested or not shown.

SMILES	DENV2 CPE rescue	RAD54 branch	RAD52 inh	CFTR F508del cor	XiGFP reactiv	GSIS activator	E-selectin induc	Casp6 inh
COCCNC(=S)NN(c1ccccc1)c1ccccc1	0	·	-3	-2.1	0.0	4	·	-2
C[C@H]1CN([C@@H](C)CO)C(=O)c2cccc(NS(C)(=O)=O)c2O[C@@H]1CN(C)Cc1ccncc1	4	0	14	-1.2	0.3	-7	204*	0
CCc1ccc2[nH]c(C(=O)Nc3ccc(C)c(F)c3)cc2c1	1	6	-4	-1.1	-0.1	-26	0.9	7
CNCCC=C1c2ccccc2C=Cc2ccccc21	2	-4	10	-1.7	0.0	·	-2.6	-1
O=C(O)C1C2CCC(O2)C1C(=O)Nc1ccc(F)cc1 (configuration not stated)	-3	·	-15	3.7	0.0	-33	0.3	-1
CCc1nnc(NC(=O)c2ccc(Br)o2)s1	-3	-1	-4	0.2	0.0	10	·	-2
CCC(=O)Nc1ccc2c(c1)C(=O)N(C)C[C@H](OC)[C@@H](C)CN(C(=O)c1ccccn1)[C@@H](C)CO2	·	-5	-19	-4.7	0.2	-2	0.0	2
Cn1c(=O)n(C)c2cc(C(N)=O)ccc21	2	1	0	0.7	·	0	·	5
C[C@@H]1CN([C@H](C)CO)S(=O)(=O)c2ccc(C#CC(C)(C)O)cc2O[C@@H]1CN(C)C(=O)C1CCC1	10	-1	-1	-2.4	-0.4	-13	0.1	1
O=C(O/N=C1\CCS(=O)(=O)c2sccc21)c1ccc(F)cc1	-1	6	-10	-2.0	0.2	0	0.2	5
COc1ccccc1-c1cnc2c(c1)C(=O)N([C@H](C)CO)C[C@H](C)[C@H](CN(C)Cc1cncnc1)O2	-2	7	18	0.9	-0.4	1	-0.1	2
CC1(Cc2ccccc2OC(F)(F)F)C(=O)Nc2cc(-c3ccccc3Cl)ccc21 (configuration not stated)	-8	0	-20	0.1	-0.2	-2	-0.3	-1
CO[C@H]1CN(C)C(=O)c2cc(NS(C)(=O)=O)ccc2OC[C@H](C)N(CC2CCOCC2)C[C@H]1C	0	11	15	0.8	0.0	9	-0.2	2
CC(=O)Oc1ccc2c(C)cc(=O)oc2c1C(=O)c1ccccc1	-4	0	-8	-1.6	0.0	-10	-0.8	-1
CC(C)CC#Cc1ccc2c(c1)O[C@@H](CN(C)C(=O)Cc1ccccc1)[C@@H](C)CN([C@@H](C)CO)S2(=O)=O	-1	-5	12	3.2	-0.1	5	0.1	3
CCOc1ccc(NC(=O)CCC(=O)NNC(=O)COc2ccccc2C)cc1	6	·	-1	-1.5	0.0	4	-1.3	-1
O=C(C[C@@H]1CC[C@H]2[C@@H](COC[C@@H](O)CN2C(=O)c2ccccc2F)O1)N1CCCCC1	-3	3	12	-2.9	0.1	7	0.0	-2
CNC(=O)CN(c1cc(OCCOC)c(Cl)cc1Cl)S(=O)(=O)c1ccc(OC)cc1	10	·	-3	-2.0	0.1	7	·	-1
CCCC1NC(C(=O)O)Cc2c1[nH]c1ccccc21 (configuration not stated)	0	0	-26	-0.6	0.0	18	0.1	-2
CCCOC(=O)c1c(NC(=O)CCC(=O)O)sc2c1CCCCC2	-9	·	-19	0.1	-0.1	17	0.3	-3
Cn1c(=O)cc(OCC(=O)NCCc2ccc(Cl)cc2)c2ccccc21	-5	-5	-11	-1.0	0.0	-3	·	-2
CCOC(=O)[C@]12CCCC=C1N(CCC1=CCCCC1)C(=O)[C@H](CC(=O)NCc1ccccc1)C2	3	·	6	1.9	0.0	-1	1.4	-2
Cc1ccc(Cn2ccsc2=NC(=O)COC(=O)c2ccc(NC(=O)CC#N)cc2)cc1	7	·	-31	-0.9	0.0	-27	·	10
COC(=O)C(C)NC(=O)COc1ccc2ccccc2c1 (configuration not stated)	2	·	-5	-1.1	0.1	-8	0.2	-5
Nc1ncncc1-c1ccc([N+](=O)[O-])cc1	4	-10	-7	1.1	·	26	·	1

The list goes on:
SMILES	DENV2 CPE rescue	RAD54 branch	RAD52 inh	CFTR F508del cor	XiGFP reactiv	GSIS activator	E-selectin induc	Casp6 inh
CN1C(=O)c2cc(NC(=O)c3cccc(F)c3)ccc2OC[C@@H]2O[C@H](CC(=O)Nc3ccccc3)CC[C@@H]21	-11	1	-1	-0.8	0.2	-13	0.3	-3
O=C(COC(=O)c1cccc(C(=O)OCC(=O)NCc2ccc(F)cc2)n1)NCc1ccc(F)cc1	9	·	-19	·	0.2	4	-3.1	0
Cc1c(C(=O)N2CCN(c3ccccc3)CC2)sc2ncnc(N3CCN(c4ccccn4)CC3)c12	-2	-12	-13	0.1	0.4	-13	·	8
Cc1c(C)c(C)c(C(=O)c2ccc(NC(=O)c3ccccc3C(=O)O)cc2)c(C)c1C	-1	-4	-32	0.7	0.0	9	-0.1	0
Nc1nonc1-n1nnc(C(=O)N/N=C/c2cccc(O)c2)c1CN1CCCC1	-3	-4	-5	2.0	0.2	28	·	1
CC(C)[C@H](NC(=O)c1ccccc1Cl)C(=O)NC1CCCCCC1	2	0	-21	1.6	0.2	-1	3.9	-2
COc1ccc(OC)c(NC(=S)NCc2ccccc2OC)c1	-5	0	-22	2.6	0.1	25	·	0
O=C(C[C@@H]1C[C@H]2c3cc(NS(=O)(=O)c4ccc(F)cc4)ccc3O[C@H]2[C@@H](CO)O1)NCc1ccncc1	0	-9	1	-3.5	-0.1	-8	-0.3	2
CCOC(=O)N1CCN(S(=O)(=O)N2CCCC(C(=O)NCc3cc(Br)ccc3OC)C2)CC1 (configuration not stated)	-5	9	-11	1.9	0.1	-7	0.2	-1
Cc1ccc(NC(=S)/C(=C(\[O-])c2ccc(Cl)s2)[n+]2cccc(CO)c2)cc1C	4	3	-5	1.2	0.1	-16	-0.6	11
COC(=O)c1ccccc1S(=O)(=O)N1CCC(C(=O)NCCC2=CCCCC2)CC1	0	0	-5	-3.1	0.5	-12	2.2	-3
Cc1ccc(NC(=O)c2ccc(=O)[nH]n2)cc1C	-1	-9	-11	1.6	0.0	26	0.0	-2
COc1cc(CN2CCNC(=O)C2CC(=O)O)cc(OC)c1 (configuration not stated)	6	-4	-20	1.4	0.0	10	·	-3
Cc1cc(C)c2nc3nc(C)cc(C)c3c(N)c2c1	0	96*	91*	·	0.1	·	0.0	-23
COc1cc2c(cc1OC)C(CC(=O)O)N(C(=O)CC1CCCC1)CC2 (configuration not stated)	7	3	-19	2.5	0.2	3	0.0	-4
O=C(NCc1cccc(Cl)c1)C1CCCN(c2ncnc3c2nc2n3CCCCC2)C1 (configuration not stated)	-1	1	-2	1.8	0.1	18	?	-5
NC(=O)CSc1ncnc2c1oc1ccccc12	-5	2	-13	3.8	0.2	9	2.8	-1
O=C(C(=O)N1CCC(CNC(=O)c2cccs2)CC1)c1cc2ccccc2o1	·	·	-13	-2.8	0.1	·	-0.1	1
O=C1NC[C@@H](CCCCN2CCN(CCc3ccccc3)C(=O)C2=O)N(Cc2ccccc2)C1=O	-7	·	-11	3.2	-0.1	·	·	4
COc1ccc(S(=O)(=O)N(CC(=O)N2CCN(C)CC2)c2ccc(C)cc2)cc1Br	5	-4	-7	0.5	-0.1	15	-1.2	-3
Clc1ccc(Cc2nc(-c3ccncc3)no2)cc1	4	·	-19	-3.0	0.2	3	0.8	0
Cc1cccc(C)c1N1C(=O)c2ccccc2NC(=O)C1C(=O)NCc1ccco1 (configuration not stated)	3	·	-6	-1.6	-0.1	25	-0.2	1
O=S(=O)([N-]c1nc2ccccc2nc1-[n+]1ccccc1)c1ccc(F)cc1	2	·	6	-3.3	0.0	24	·	2
C[C@H](CO)N1C[C@H](C)[C@@H](CN(C)Cc2cccc(F)c2)Oc2ncc(C3=CCCC3)cc2C1=O	2	-1	8	-5.8	-0.4	0	0.0	-1
CN1CCN(C(=O)C[C@@H]2CC[C@@H]3[C@H](COC[C@H](O)CN3S(=O)(=O)c3cccc(Cl)c3)O2)CC1	-2	-1	15	-3.6	0.0	0	-0.2	1

Later entries:
SMILES	DENV2 CPE rescue	RAD54 branch	RAD52 inh	CFTR F508del cor	XiGFP reactiv	GSIS activator	E-selectin induc	Casp6 inh
COCC#Cc1ccc([C@H]2[C@@H](CO)N3CCCCN(Cc4cncnc4)C[C@@H]23)cc1	16	0	-14	0.9	-0.1	-1	-0.2	2
CC1=C(/C=C/C(C)=C/C=C/C(C)=C/CO)C(C)(C)CCC1	122*	-6	-2	-2.3	·	·	·	5
COCCN(C(=O)CCSc1ccc(F)cc1)c1c(N)n(Cc2ccccc2)c(=O)[nH]c1=O	-9	-1	-7	1.5	0.3	-10	·	1
CCOC(=O)c1c(S(=O)(=O)NCCc2cccs2)c(C)n(C)c1C	-4	3	-6	0.4	0.0	20	·	0
C[C@@H]1CCCCO[C@H](CN(C)C(=O)Nc2cccc3ccccc23)[C@@H](C)CN([C@H](C)CO)C(=O)c2cc(NC(=O)Nc3ccccc3)ccc2O1	-1	-12	·	-0.8	0.0	24	·	·
CCOc1ccc(C2c3[nH]c4ccccc4c3CCN2Cc2cn(CC)nc2C)cc1 (configuration not stated)	7	-4	-17	0.8	0.0	-21	·	2
O=C(Nc1ccc(Cl)cc1)OCC12COCN1COC2	?	·	-57	1.6	0.0	3	-0.1	-1
C[C@@H]1CCCCO[C@H](CN(C)CC2CCCCC2)[C@H](C)CN([C@H](C)CO)C(=O)c2cc(NC(=O)NC3CCCCC3)ccc2O1	-2	12	·	0.5	0.1	-27	-0.1	·
Cc1cc2ncn(-c3ncnc4sc5c(c34)CCC(C)C5)c2cc1C (configuration not stated)	6	-7	-9	-2.1	·	0	·	2
Cc1cccc(C(=O)C2CCN(S(=O)(=O)c3cccc(C(=O)O)c3)CC2)c1	-7	-1	-8	-2.5	0.2	19	0.9	-1
COc1ccc(S(=O)(=O)N2CCOCC2)cc1C(=O)NCc1c(C)nn(Cc2ccccc2)c1C	-9	-18	-12	2.5	0.6	-21	1.4	2
CC[C@]12c3[nH]c4ccc(Cl)cc4c3CCN1C(=O)[C@@H](CC(=O)NCCCOC)C[C@@H]2C(=O)N1CCN(C(=O)c2ccco2)CC1	6	3	-8	-0.6	-0.1	-2	0.8	6
COc1ccc(NC(=O)Nc2ccc3c(c2)C(=O)N([C@H](C)CO)C[C@@H](C)[C@H](CN(C)S(=O)(=O)c2ccc(Cl)cc2)O3)cc1	68*	12	3	-0.3	0.0	1	-2.8	-3
CS(=O)(=O)N1CC2(C1)[C@@H](c1ccccc1)[C@H](CO)N2Cc1ccc(F)cc1	-10	·	-21	0.5	0.0	-6	0.0	2
O=C(CSc1nncs1)Nc1nccs1	-9	4	-9	-2.8	0.3	7	·	-4

A run of entries from further up, as a working copy:
SMILES	DENV2 CPE rescue	RAD54 branch	RAD52 inh	CFTR F508del cor	XiGFP reactiv	GSIS activator	E-selectin induc	Casp6 inh
COCCNC(=S)NN(c1ccccc1)c1ccccc1	0	·	-3	-2.1	0.0	4	·	-2
C[C@H]1CN([C@@H](C)CO)C(=O)c2cccc(NS(C)(=O)=O)c2O[C@@H]1CN(C)Cc1ccncc1	4	0	14	-1.2	0.3	-7	204*	0
CCc1ccc2[nH]c(C(=O)Nc3ccc(C)c(F)c3)cc2c1	1	6	-4	-1.1	-0.1	-26	0.9	7
